Screening data from PubChem BioAssay.
Ins promoter up: MIN6 insulin promoter up-regulation | MIN6 insulin promoter-GFP reporter, high-content imaging; stronger effect = higher value | z-score at 5 µM | 190,000 compounds, 0.3% hits | AID 1625;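 active = z-score above 3 at 5 µM with at least 500 cells counted in the well; inconclusive = wells under 500 cells, flagged as cytotoxic or low count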
T cell modulator: T cell immune modulation candidate. calls only at 7 µM. 2C CD8+ T cell-vesicle binding, flow cytometry; stronger effect = lower value. 330,000 compounds, 0.068% hits. AID 2052;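 active = response, share of CD8 T cells binding vesicles, and their 90th percentile fluorescence all below set limits, cut at about 80% in these data, passing the limit was not always enough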
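Benchmarks: naked versus QL9-loaded vesicles / Assay system: purified 2C TCR transgenic mouse naive CD8+ T cells / Technique: high-throughput flow cytometry with anti-B7-1 and anti-CD8 staining / Timing: Cell–vesicle co-incubation 1.5 h at 37 °C, staining 20 min on ice / Read-out: percent CD8+ FL2 mean versus row control / Probe or stimulus: QL9-loaded Drosophila micro-vesicles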
human PMI inhibition: MPI enzyme activity inhibition – biochemical, fluorescence intensity, coupled assay, primary screen (AID 1209) | inhibition, % at 20 µM; hits with a dose series show IC50 in µM | 190,000 compounds, 0.42% hits | purified PMI enzyme, coupled fluorescence intensity; higher % means a stronger effect; in the data active = inhibition above about 50%;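 note: plate controls were DMSO vehicle for no effect and wells lacking substrate for full effect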
bCat nuc transl: beta-catenin nuclear translocation modulation; HeLa beta-catenin nuclear translocation, immunofluorescence imaging; nuclear translocation activity, % at 5 µM; 190,000 compounds, 0.3% hits; AID 1665;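 active = nuclear translocation activity above 50% at 5 µM, with a well cell count of 50 or more; inconclusive = wells under 50 cells across six images, flagged as toxic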;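 note: per-cell ratio of nuclear to cytoplasmic median beta-catenin stain intensity; plate controls were DMSO negative control for no effect and GSK-3 inhibitor IX positive control for full effect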
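Test system: human HeLa cells, endogenous beta-catenin. Times: 24 h compound exposure, 37°C. Measured by: beta-catenin immunofluorescence imaging with DAPI.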
Hep lipid drop: modulators of hepatic lipid droplet formation; inhibition, % at 6.5 µM; 240,000 compounds, 0.4% hits; AID 1656; AML12 mouse hepatocytes, oleate lipid droplets, BODIPY imaging;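 active = lipid droplet intensity inhibited by at least 50%, with more than 500 cells counted; inconclusive = wells with under 300 cells, treated as cytotoxic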
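Technique: fluorescence imaging, 20x objective, two fields per well / Assay system: AML12 hepatocytes (mouse) / Measure: % inhibition of lipid droplet signal / Doses: 6.5 µM single-point dosing / Incubation: overnight exposure / Reagent: 100 µM oleic acid challenge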
MT stabilize HCS: microtubule stabilization, imaging screen. HeLa tubulin immunostaining HCS, 24 h; share of cells brighter than vehicle mean+2SD. % tubulin-high responders, % at 10 µM. 200,000 compounds, 0.83% hits. AID 2205;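 active = plate Z-score above 3 for both tubulin-high and condensed-nucleus cell shares, with cell loss under 80%, at 10 µM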;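 note: anti alpha tubulin signal scored within the nucleus-defined area of each cell; some results filed as inactive read as strong as hits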
Myeloid diff 2: compounds promoting myeloid differentiation | ER-HoxA9 myeloid progenitors, lysozyme-GFP differentiation, flow cytometry | calls only at 10 µM | 360,000 compounds, 1% hits;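 active = normalized GFP-positive differentiation at or above the plate's own cutoff, the solvent-only control mean plus 3 SD; inconclusive = no clear call, values can overlap the other calls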;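 note: cells exposed to compound for four days before flow analysis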
TNAP activation fold: stimulation of alkaline phosphatase TNAP activity – biochemical, luminescent, no phosphate acceptor, uHTS, primary screen (AID 1001); 200,000 compounds, 0.03% hits; activation fold at 20 µM, or EC50 in µM where a hit was titrated; purified TNAP, luminescent activation assay, no phosphate acceptor; higher activation fold means a stronger effect; in the data active = activation fold from about 3, or a potency from the dose series; inactive = the rest, 99 in 100 with activation fold below about 1.6; note: many of its hits are not listed in these tables
Dynein transport: blocks dynein driven cargo transport along microtubules; 220,000 compounds, 0.47% hits; 3617.4 mouse cells, GR-EGFP nuclear translocation imaging; test concentration mostly 20 µM; stimulated with dexamethasone, 1 µM; stronger effect = lower value; z-score, hits read low;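 active = plate z-score of nuclear minus cytoplasmic receptor signal below a set negative limit, without overly bright fluorescence or cell loss, cut at about -3.5 in these data, passing the limit was not always enough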;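 note: z-score of nuclear minus cytoplasmic ring GR-EGFP intensity difference per well; some compounds called inactive have numbers as strong as hits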
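Also added – dexamethasone, 1.0 µM final · Buffer or medium – tet-free, stripped-serum medium · Schedule – induction 48 h, compound 1 h, agonist 30 min · Detection – formaldehyde fixation, Hoechst nuclear stain, 10x automated fluorescence imaging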
Dynein transport cytoplasmic EGFP: second read-out of Dynein transport, no call of its own (marks repeat the call); z-score; measured here: cytoplasmic GR-EGFP intensity; stronger effect = higher value
Dynein transport nuclear GR-EGFP: further read-out of Dynein transport, marked with its call; z-score; measured here: nuclear GR-EGFP intensity;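 lower value marks the stronger effect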
Dynein transport cell count: also measured in Dynein transport; calls as there; z-score; measured here: cell count per field
Ins promoter up cell count: also measured in Ins promoter up; calls as there; cell count; measured here: cytotoxicity, nuclei count;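 total cells summed across four imaged fields per well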
Hep lipid drop cells 6.5 µM: further read-out of Hep lipid drop, marked with its call; cell count; measured here: cell count, cytotoxicity flag;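 cells counted across two imaged fields per well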
bCat nuc transl cell count 5 µM: recorded beside bCat nuc transl, whose call it bears; cell count; measured here: cell count, cytotoxicity flag
T cell modulator vesicle-bound %: also measured in T cell modulator; calls as there; double positive events, %; measured here: CD8+ vesicle-bound cell fraction;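 binding gate set so that unloaded-vesicle control wells show 10% double positive cells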
MT stabilize HCS Hoechst-high %: second read-out of MT stabilize HCS, no call of its own (marks repeat the call); % Hoechst-high responders; measured here: nuclear condensation Hoechst responders;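 share of cells brighter than vehicle mean plus two SD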
MT stabilize HCS cytotoxicity %: second read-out of MT stabilize HCS, no call of its own (marks repeat the call); toxicity, %; measured here: cytotoxicity by cell density;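 0% = mean cell density of plate MIN control wells and 100% = no cells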
Myeloid diff 2 GFP+ MAC1+ %: recorded beside Myeloid diff 2, whose call it bears; GFP+ MAC1+ double positive, %; measured here: differentiation confirmed by MAC1 staining
The depositor's hits bear a star; i = inactive; ? = inconclusive; . = not tested or not shown.

SMILES	Ins promoter up	Ins promoter up cell count	T cell modulator	T cell modulator vesicle-bound %	human PMI inhibition	bCat nuc transl	bCat nuc transl cell count 5 µM	Hep lipid drop	Hep lipid drop cells 6.5 µM	MT stabilize HCS	MT stabilize HCS Hoechst-high %	MT stabilize HCS cytotoxicity %	Myeloid diff 2	Myeloid diff 2 GFP+ MAC1+ %	TNAP activation fold	Dynein transport	Dynein transport cytoplasmic EGFP	Dynein transport nuclear GR-EGFP	Dynein transport cell count
Cc1ccc(NS(=O)(=O)c2ccc(C(=O)N3CCCN(C)CC3)cc2)cc1	.	.	i	8.6	.	.	.	.	.	5.4	2.4	4.0	i	1.1	.	-0.597	-0.221	-0.166	0.588
COc1ccc(C(=O)N/C(=C/c2cccs2)C(=O)NCCCn2ccnc2)cc1OC	.	.	i	8.7	-8.1%	.	.	.	.	2.0	1.8	9.1	i	0.9	1	0.307	-0.167	-0.166	0.189
CCN(CC)CCC(c1ccc(N(C)C)cc1)c1c(OC)cc(OC)c2c(-c3ccccc3)cc(=O)oc12 (stereo not drawn)	.	.	i	54.8	.	0.6	1043	49.6	667	.	.	.	i	2.9	.	1.62	-0.303	0.744	-0.639
CCOc1ccccc1NC(=O)CSc1nnc2c(CC)c(C)nc(N)n12	0.1	1215	i	6.5	11.6%	0.3	1062	-15.8	679	2.2	1.4	31.7	i	5.1	1.1	0.334	-0.184	0.564	2.08
Cc1cc(C)c(C2=CSC3=NS(=O)(=O)CCN23)c(C)c1	-0.44	1438	i	11.7	-5.2%	-1.8	1114	-6.9	659	1.7	1.7	10.6	i	0.7	1.1	-0.877	-0.16	-0.537	0.0223
CC(Oc1ccccc1Cl)C(=O)N(Cc1ccco1)C1CCS(=O)(=O)C1 (stereo not drawn)	0.31	1244	i	15.7	-5.5%	-1.0	1098	.	.	1.6	2.4	7.0	i	5.9	0.9	0.187	-0.114	0.377	-0.968
COC(=O)c1sccc1NC(=O)CC1C(=O)NCCN1C(=O)c1ccc(F)cc1 (stereo not drawn)	1.27	1033	i	35.8	.	-0.6	1314	14.3	694	.	.	.	i	0.9	.	0.524	-0.219	0.33	-0.257
Cc1ccc(S(=O)(=O)N2CCC(=O)N(C(COCc3cccc(C)c3)C(C)C)CC2)cc1 (stereo not drawn)	-0.1	1288	i	16.2	13.5%	.	.	-4.0	724	3.2	2.0	2.9	i	1.2	1	1.27	-0.281	0.91	0.178
O=C(NCc1nnc(SC/C=C/c2ccccc2)o1)c1ccco1	1.45	887	i	17.8	1.6%	-2.3	978	17.7	777	1.2	1.5	5.9	i	0.7	1.1	-0.446	-0.248	0.0596	0.325
Cc1onc(-c2ccccc2)c1C(=O)Nc1ccc2c(C)cc(=O)oc2c1	.	.	i	33.1	5.2%	.	.	.	.	5.0	2.0	5.0	i	0.5	1.1	-0.877	0.0621	-0.121	1.34
COC(C[C@H](O)[C@@H](C)[C@@H](O)COCc1ccccc1)OC	-0.19	1045	.	.	.	-0.3	1155	-0.3	722	.	.	.	i	1.7	.	-0.926	-0.769	-0.424	0.208
O=C(Cn1c(=O)oc2cc(S(=O)(=O)N3CCc4ccccc43)ccc21)NC1CCCC1	0.24	939	i	48.0	0.9%	0.7	1159	.	.	5.8	1.7	3.8	i	3.0	0.8	0.0431	-0.101	0.0886	-0.838
CCOC(=O)C1CCN(S(=O)(=O)c2c(C)n[nH]c2C)CC1	0.23	1676	i	29.1	5.9%	0.1	997	0.1	633	4.9	1.5	4.0	i	0.3	0.5	1.15	-0.195	0.376	-0.708
COc1ccc(N2CCN(c3ccc(N)cc3C#N)CC2)cc1	0.76	1249	i	60.1	9.0%	.	.	4.6	666	2.1	1.9	9.0	i	0.7	1.1	1.31	-0.125	0.675	-0.424
COC(=O)CN1C(=O)Nc2ccc(Br)cc2C1c1ccccc1Cl (stereo not drawn)	0.11	949	i	27.6	0.1%	.	.	.	.	3.7	2.0	10.4	i	1.3	1	-0.163	-0.283	-0.099	1.27
OCCn1c(SC2CCCCC2)nc2ccccc21	-0.31	1346	i	19.0	14.0%	5.5	1115	-15.0	767	3.0	2.3	12.8	i	0.3	1.1	0.152	-0.25	0.204	0.273
CN(C)/C=C(/C(=O)c1ccc(Cl)cc1)S(=O)(=O)c1ccccc1	-0.3	1355	i	37.1	-15.9%	2.8	1390	.	.	3.7	2.0	4.0	i	0.8	1	0.293	-0.191	0.471	0.452
O=C1NCCN1Cc1ccccc1F	.	.	i	30.6	-24.3%	-3.8	1224	20.3	759	2.1	1.5	3.3	i	0.7	1.1	-0.523	-0.461	-0.151	-0.686
COc1ccc(NC(=O)CCCc2c[nH]c3ccccc23)cc1OC	-0.63	1461	i	62.2	9.6%	-1.8	1127	-35.6	472	2.4	1.6	2.1	i	0.5	1.1	2.09	-0.0849	1.17	-1.99
CC[n+]1c(-c2ccc(C)cc2)csc1Nc1c(C)n(C)n(-c2ccccc2)c1=O	-0.47	1550	i	46.4	-0.7%	2.3	1103	3.0	633	5.0	1.6	7.8	i	1.0	1	-0.478	-0.205	-0.246	0.0466
Cc1ccccc1NC(=O)Nc1ccccc1C(=O)NCc1ccccc1	1.31	1631	i	38.5	9.6%	-0.6	1451	.	.	2.3	1.6	1.9	i	1.3	1.1	0.164	-0.218	-0.836	-0.349
Nc1cccc2nc3ccccc3cc12	-4.23	835	i	15.5	11.5%	.	.	-44.7	646	2.6	1.4	7.2	i	5.0	1.1	-2.35	0.162	-1.08	0.782
Cc1ccc(C(=O)n2nc(-n3cccc3)c3c(C)cc(C)nc32)cc1	-0.13	1201	.	.	-17.2%	-2.4	1162	-4.0	719	4.4	2.6	9.1	i	0.6	0.4	0.792	-0.374	-0.227	0.169
OCCCCNCc1ccc(OCc2ccc(Cl)cc2Cl)cc1	-0.13	857	i	24.7	5.0%	5.5	801	.	.	5.7	2.5	4.2	i	9.5	1	1.2	-0.2	0.868	1.13
CC(=O)c1c(C)[nH]c(C(=O)NCCc2ccc(Cl)cc2)c1C	-0.53	1318	i	29.4	0.5%	-1.9	1068	-3.4	719	3.1	2.7	4.1	i	0.6	1.1	-0.375	-0.222	0.102	0.644
Cc1nn2c(-c3ccncc3)ccnc2c1Cl	-0.08	1117	i	30.5	-10.2%	3.3	1062	.	.	2.1	1.9	0.6	i	0.6	1.1	0.253	-0.167	-0.198	-0.362
O=C(CSCc1ccccc1)N/N=C/c1cc2c(cc1Br)OCO2	-0.71	1324	i	30.1	6.8%	0.3	849	-50.9	349	2.9	2.1	4.9	i	0.6	1	-0.18	-0.119	-0.0757	0.00792
Cc1ccc(C)c(NC(=O)CCN2CC(C)OC(C)C2)c1 (stereo not drawn)	0.4	1500	i	9.8	-5.3%	-2.9	927	.	.	2.7	1.9	0.7	i	0.7	1.1	-0.302	-0.22	-0.0377	0.3
Cc1nn(-c2ccccc2)c(C)c1/C=N/NC(=O)c1cnccn1	-0.18	1349	i	28.2	.	-1.0	1226	-9.5	710	.	.	.	i	0.4	.	-0.552	-0.214	-0.25	0.398
CC(C)(CO)Nc1nc(Nc2ccccc2)nc(Nc2ccccc2)n1	-0.08	1262	i	37.2	-8.7%	-2.5	605	2.0	707	3.6	1.7	5.1	i	0.5	1.1	0.786	-0.229	0.12	-0.614
O=C(Oc1ccc2c(c1)OCO2)c1ccncc1	.	.	i	32.2	1.6%	-4.1	1010	.	.	1.8	1.1	7.3	i	7.4	1.1	-0.743	-0.189	-0.205	0.423
Cc1cccc(C(=O)N[C@H](C(=O)Nc2nccs2)C(C)C)c1	0.05	1380	i	47.8	4.6%	-4.1	1124	4.6	625	7.2	2.7	5.9	i	0.5	1.1	-1.07	-0.266	-0.555	0.591
COc1ccc(CCNC(=O)Cn2c(=O)cnc3ccccc32)cc1	0.52	940	i	45.1	-0.9%	-1.3	1191	.	.	14.9	9.0	6.3	i	1.3	1.2	0.662	-0.219	0.492	-0.409
CCOC(=O)c1c(CSc2nc(C)cc(C)c2C#N)n(C)c2cc(Br)c(OC(C)=O)cc12	?	.	i	5.9	-0.9%	3.0	1067	-3.3	671	8.0	4.6	14.4	i	0.3	0.7	-0.522	-0.0694	-0.0362	-0.00108
